# ssDAF12 agonist – S. stercoralis DAF-12 nuclear receptor activators, primary screen, cell-based, luminescence, HEK293, GRIP1 co-expression, lit1-tk-luc | AID 652126, 2013 | HEK293 ssDAF-12/GRIP1 lit1-tk-luc reporter; % of 3 µM dafachronic acid response | activation, % at 6.8 µM | 1% of 370,000 active | Nuclear hormone receptor DAF-12 (Strongyloides stercoralis);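 active = activation above the mean over all tested compounds plus 3 SD, cut at about 0.9% in these data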;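 also: 0% = DMSO-only wells and 100% = 3 µM delta7-dafachronic acid wells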
# DAX1 inh-1 – DAX1 (NR0B1) inhibitors on StAR promoter, primary screen, cell-based, luminescence, SF-1 (NR5A1), full-length DAX-1 | HEK293T StAR-luciferase reporter, SF-1/DAX-1 repression relief | inhibition, % at 6.8 µM | 1.1% of 370,000 active | AID 652010, 2013;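 active = inhibition above the mean over all tested compounds plus 3 SD, cut at about 3.6% in these data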;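 also: 0% = DAX-1 cells with DMSO and 100% = cells lacking DAX-1 with DMSO; higher inhibition means more luminescence from relief of DAX-1 repression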
# hgDAF12 agonist – H. glycines DAF-12 receptor agonists, primary screen, cell-based, luminescence, HEK293, GAL4 fusion, UAS-luciferase. Nuclear hormone receptor DAF-12 (Heterodera glycines), GAL4 fusion. HEK293 GAL4-hgDAF12 UAS-luciferase reporter, agonist luminescence; normalized to butyrate control. 1.8% of 370,000 active. activation, % at 6.8 µM;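 active = activation above a cutoff set at the mean of all screened compounds plus 3 SD, cut at about 10% in these data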;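 also: 0% = DMSO wells and 100% = sodium butyrate wells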
# GC-A act – GC-A stimulated cGMP production enhancers – HEK293 GC-A cells, cGMP TR-FRET, EC30 ANP, primary screen; Atrial natriuretic peptide receptor 1 (Homo sapiens), P16066; activation, % at 10 µM; 0% at EC30 ANP, 100% saturating ANP; 0.14% of 370,000 active; in the data active = activation above about 40%
# Target sequence (P16066 whole entry, looked up): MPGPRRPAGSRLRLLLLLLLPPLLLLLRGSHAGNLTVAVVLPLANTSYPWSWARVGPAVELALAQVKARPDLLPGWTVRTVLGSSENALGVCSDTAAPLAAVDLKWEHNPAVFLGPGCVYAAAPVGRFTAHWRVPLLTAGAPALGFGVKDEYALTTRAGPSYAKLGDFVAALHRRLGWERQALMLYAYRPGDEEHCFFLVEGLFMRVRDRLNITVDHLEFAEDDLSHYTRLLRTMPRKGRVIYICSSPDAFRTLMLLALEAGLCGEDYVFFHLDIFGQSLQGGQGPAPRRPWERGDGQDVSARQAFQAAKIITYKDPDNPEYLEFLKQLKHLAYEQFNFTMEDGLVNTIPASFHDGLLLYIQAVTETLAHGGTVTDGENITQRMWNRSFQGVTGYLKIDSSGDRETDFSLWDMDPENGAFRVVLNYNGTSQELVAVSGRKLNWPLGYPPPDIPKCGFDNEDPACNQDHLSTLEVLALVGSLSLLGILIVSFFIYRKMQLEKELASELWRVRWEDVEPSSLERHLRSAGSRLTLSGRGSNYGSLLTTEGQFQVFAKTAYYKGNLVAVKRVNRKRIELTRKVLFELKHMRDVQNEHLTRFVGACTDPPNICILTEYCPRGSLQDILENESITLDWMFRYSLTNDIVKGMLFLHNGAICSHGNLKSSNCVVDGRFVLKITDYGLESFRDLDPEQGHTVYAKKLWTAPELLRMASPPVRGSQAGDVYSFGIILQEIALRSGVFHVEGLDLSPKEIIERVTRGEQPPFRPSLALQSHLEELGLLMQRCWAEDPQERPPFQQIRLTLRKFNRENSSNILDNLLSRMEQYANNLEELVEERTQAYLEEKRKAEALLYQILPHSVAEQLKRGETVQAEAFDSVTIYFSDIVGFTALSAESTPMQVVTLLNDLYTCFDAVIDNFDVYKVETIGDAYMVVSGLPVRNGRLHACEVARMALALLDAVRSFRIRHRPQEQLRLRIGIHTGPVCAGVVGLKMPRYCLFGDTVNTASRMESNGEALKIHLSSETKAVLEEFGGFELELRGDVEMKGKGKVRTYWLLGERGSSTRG
# ADAM10 inh – human ADAM10 inhibitors, primary screen, biochemical, QFRET, HTS. 0.62% of 370,000 active. recombinant ADAM10, EDANS/DABCYL FRET peptide cleavage, 3 h. inhibition, % at 7 µM. Disintegrin and metalloproteinase domain-containing protein 10 (Homo sapiens), O14672;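 active = inhibition above a per-campaign cutoff equal to the mean of compounds falling between control-based bounds plus 3 SD, cut at about 20% in these data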;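 also: 0% = DMSO wells while the 100% control is not disclosed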
# SMARCA2 activ – SMARCA2 (BRM) function activators, primary screen, cell-based, luminescence, high throughput. AID 652017, 2013. MG213 cells, MMTV-luciferase reporter, dexamethasone, overnight. activation, % at 9.1 µM. 1% of 370,000 active; in the data active = activation above about 7.8%;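 also: 0% = vehicle wells and 100% = reference activator wells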
# hcDAF-12 act – H. contortus DAF-12 nuclear receptor activators, primary screen, cell-based, luminescence, HEK293, lit1-tk-luc reporter; activation, % at 6.8 µM; HEK293 hcDAF-12 lit1-tk-luc reporter; 0% DMSO, 100% Δ7-dafachronic acid; 1.4% of 370,000 active; AID 652067, 2013;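 active = activation above the mean of all tested compounds plus 3 SD, cut at about 5.5% in these data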;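 also: 100% = response to 3 µM Δ7-dafachronic acid high control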
# DAX1 inh-2 – DAX1 (NR0B1) inhibitors, primary screen, cell-based, HEK293, Gal4-DAX1, luciferase luminescence; Nuclear receptor subfamily 0 group B member 1 (Homo sapiens), P51843; AID 504766, 2011; inhibition, % at 6.75 µM; 0.99% of 340,000 active; HEK293 Gal4-DAX1 luciferase reporter;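 active = inhibition above the mean over all tested compounds plus 3 SD, cut at about 4.2% in these data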;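 also: 0% = DAX1-transfected cells with DMSO and 100% = empty-vector control cells with DMSO; inhibition shows as a rise in luminescence from relieved DAX1 repression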
# NPR2 activator – human GC-B receptor activators, primary screen, HEK293 GC-B cells, cGMP TR-FRET, EC30 CNP | 0.11% of 370,000 active | activation, % at 10 µM | AID 1920062, 2024 | 0% at EC30 CNP, 100% saturating CNP | Atrial natriuretic peptide receptor 2 (Homo sapiens), P20594;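 active = activation at 10 µM reaching about 35% in either raw or pattern-adjusted values, limit read from the data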
# HGIII-sPLA2 inh – human group III sPLA2 inhibitors, primary screen, biochemical, QFRET, BODIPY PC-A2 liposome substrate | QFRET BODIPY PC-A2 liposome hydrolysis, fluorescence | Group 3 secretory phospholipase A2 (Homo sapiens), Q9NZ20 | 0.56% of 370,000 active | inhibition, % at 12.2 µM | AID 743126, 2013;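 active = inhibition above mean plus 3 SD of compounds lying within the high and low control bounds, cut at about 19% in these data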;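 also: 0% = median of test compound wells and 100% = no enzyme DMSO wells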
# GAA850 FXN act – FXN promoter activators, primary screen, cell-based, luciferase luminescence, HEK293 lucGAA850 | HEK293 lucGAA850 FXN promoter luciferase reporter, 24 h; percent of 10 µM SAHA response | activation, % at 6 µM | 0.56% of 360,000 active | AID 540364, 2011;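 active = activation above the average of all compounds screened plus 3 SD, cutoff fixed separately per campaign, cut at about 7.5% in these data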;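 also: 0% = DMSO wells and 100% = 10 µM SAHA wells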
# An asterisk follows results filed as active; x = no result given.
molecule,hcDAF-12 act,ADAM10 inh,DAX1 inh-1,GC-A act,NPR2 activator,SMARCA2 activ,DAX1 inh-2,HGIII-sPLA2 inh,hgDAF12 agonist,GAA850 FXN act,ssDAF12 agonist
Cn1c(/N=C/c2cccs2)nc2ccccc21,5.8*,-2,-0.5,2,8,6,0.3,1,3.8,2.4,-0.4
Cc1ccc(NC(=O)NNC(=O)C2CCN(Cc3ccc(F)cc3Cl)CC2)cc1,-1.2,-1,-0.4,-5,-1,-1,0.5,-19,1.0,3.1,-1.0
Oc1c(-c2cc(-c3ccco3)[nH]n2)ccc2ccccc12,13*,6,3.6*,x,x,3,4.1,-14,20*,2.5,2.6*
CC(C)C(N)c1csc(Nc2ccc(C(=O)c3ccccc3)cc2)n1 (stereo unspecified),-1.3,-27,-1.1,-2,2,-3,x,22*,0.2,-0.6,-0.9
Cc1nn(CCCC(=O)NCCc2ccccc2)c(C)c1[N+](=O)[O-],-1.0,-2,0.4,1,1,0,1.2,-2,-2.6,1.1,-1.6
Cc1cccc(CN2CCN(C(=O)CCc3nnc(C4CCCCC4)o3)CC2)c1,0.2,0,-0.6,0,-8,3,-0.7,-3,0.1,1.7,-1.7
COc1ccc(-c2nc3ncccn3c2Nc2ccccc2)cc1,-0.4,-1,-0.2,18,11,0,0.2,4,2.8,2.1,-1.7
COc1cccc(NC(=O)Nc2nc3ncccn3c2-c2ccc(C)cc2)c1,-0.1,-48,0.1,0,1,4,x,-6,14*,x,-0.1
COc1cc(OC)cc(C(=O)Oc2c(CN3CCOCC3)cc(Cl)c3cccnc23)c1,-1.3,0,0.0,-1,2,-2,-0.8,-4,0.0,1.3,-1.6
O=C(Nc1ccc(S(=O)(=O)N2CCCC2)cc1)c1ccc(CN2CCc3ccccc3C2)cc1,-5.6,12,-3.3,-3,-3,-8,-4.3,-21,-12,-9.6,-2.7
CCOc1ccc(C(=O)N(CN2CCCC2=O)c2ccccc2)cc1,-1.0,13,-0.1,-2,14,-2,3.9,-5,1.1,-1.9,-1.5
Clc1ccccc1OCc1nnc(-c2ccccc2Br)o1,1.8,-1,1.1,-2,-1,4,0.7,-13,10,3.2,0.3
CCCN(Cc1cc2cc(C)ccc2[nH]c1=O)S(C)(=O)=O,2.2,-19,-0.8,-2,-5,1,-0.6,1,-3.5,-0.9,-0.6
O=C1CCCCCN1CP(=O)(O)CN1CCOCC1,0.7,2,0.5,2,-4,0,x,-3,3.2,x,-1.2
O=C(Cn1cnc2ccccc21)N1CCN(S(=O)(=O)c2ccccc2)CC1,-0.7,13,-0.2,0,1,-5,-1.5,1,-2.0,0.0,-1.2
COc1ccc(C2NC(=S)NC(C)=C2C(=O)Nc2ccccn2)cc1 (stereo unspecified),2.3,-5,0.8,0,5,3,2.1,7,7.7,3.0,-1.1
Cc1ccnc2nc(C(=O)Nc3cc(Cl)ccc3N3CCOCC3)nn12,-1.2,4,-0.1,-5,-14,3,-0.8,-4,1.2,-1.6,-1.1
CCOC(=O)c1c(NC(=O)CSc2nnnn2-c2ccccc2OCC)sc2c1CC(C)(C)NC2(C)C,-0.6,-5,-1.4,-14,-5,0,-0.8,-42,-3.8,-1.2,-1.4
O=C(CCCOc1ccc(Cl)cc1Cl)N1CCc2ccccc2C1,-0.5,13,0.6,4,3,2,1.4,-5,1.9,0.5,-1.2
OCC[C@@H]1C[C@H](O)[C@@H](O)[C@]2(CCCO2)O1,-1.1,8,0.9,-1,5,0,-0.7,4,0.8,0.9,-0.8
O=C(O)CN1C(=O)C2C3CC(C2C1=O)C1C(c2ccccc2)c2sc(=O)[nH]c2SC31 (stereo unspecified),-0.6,-7,-0.2,1,-4,1,-1.4,-6,2.4,3.9,-1.2
Nc1ccc(C(=O)N/N=C\C=C\c2cccc([N+](=O)[O-])c2)cc1,-0.5,17,-1.2,17,-6,-4,0.3,9,2.1,1.1,-1.7
O=C1CN(C(=O)c2ccccc2)C(c2ccc(F)cc2)c2cc(Br)ccc2N1 (stereo unspecified),-2.6,-1,-0.1,-40,-14,0,-1.4,4,-0.4,-1.3,-1.6
CCC(/C=C1\Oc2ccc(OC)cc2N1C)=C\c1sc2ccccc2[n+]1CCCS(=O)(=O)[O-],-0.2,3,-0.2,1,-5,3,0.2,-2,3.8,0.1,-1.2
O=C(NC1CCCCC1)N1CCc2ccccc21,3.4,9,2.6,1,1,1,0.7,1,5.8,3.3,-0.3
CCc1nnc(NS(=O)(=O)c2ccc(NCc3ccccc3O)cc2)s1,0.2,-1,0.1,1,2,0,0.1,-49,-1.0,1.5,-0.9
COC(=O)c1cc2c(c3c4cc(OC)ccc4n(S(=O)(=O)c4ccc(OC)cc4)c13)C(=O)N(Cc1ccco1)C2,-0.4,-18,-2.1,-5,-9,1,x,8,-2.0,x,-0.9
CN(C)CCCOc1ccc(-c2cc3nc(NCc4cccnc4)n(C)c(=O)c3s2)cn1,-0.5,-71,-0.1,2,2,-1,x,0,1.4,1.9,-0.7
CCc1ccc(-n2c(=S)sc3c(=O)[nH]c(SCC(=O)NC4CCCCC4)nc32)cc1,-0.9,0,-0.3,-2,2,-4,1.9,7,-0.4,2.0,-0.9
COc1cc(OC)cc(C2=NC3(CCC(C)CC3)NC2=S)c1 (stereo unspecified),-0.4,3,-0.6,3,4,-1,-0.7,7,-2.1,1.7,-1.1

# Additional structures follow.
molecule,hcDAF-12 act,ADAM10 inh,DAX1 inh-1,GC-A act,NPR2 activator,SMARCA2 activ,DAX1 inh-2,HGIII-sPLA2 inh,hgDAF12 agonist,GAA850 FXN act,ssDAF12 agonist
O=C(CC1NCCNC1=O)Nc1ccccc1 (stereo unspecified),-0.3,-45,0.4,3,0,0,0.4,-1,4.1,-0.5,-1.0
Cc1ccc(N(Cc2ccc(C(=O)Nc3c(C)n(C)n(-c4ccccc4)c3=O)cc2)S(C)(=O)=O)cc1C,-1.6,6,-0.6,0,0,0,-1.4,0,-1.5,-0.6,-1.4
Nc1ccc(-c2sc(N)nc2-c2ccccc2)cc1,-1.1,-42,-0.2,33,-8,4,1.4,14,-1.2,1.3,-1.5
C=CCOc1ccc2ccccc2c1CNn1cn[nH]c1=S,-2.5,15,-0.1,-3,-7,0,1.4,15,-1.0,1.2,-1.1
Cc1ccc(CN2CCN(Cc3cnc(C)[nH]3)CC2CCO)cc1 (stereo unspecified),0.6,0,-0.2,1,0,0,0.1,1,-2.0,-0.9,-1.1
CN(c1ccccc1)S(=O)(=O)c1cccc(NC(=O)CSc2nncn2C)c1,-1.2,-8,0.1,1,0,-1,0.8,13,-1.6,0.8,-1.3
CCOC(=O)c1c(NC(=S)Nc2ccccc2C)sc2c1CCC2,-1.2,1,-0.4,2,-4,0,-0.6,11,4.4,1.6,1.9*
Cc1cccc(C)c1NC(=O)C1(NC(=O)C2CCC(=O)N2)CCCCC1 (stereo unspecified),-1.0,2,-0.1,-3,7,-2,0.4,8,-1.9,1.9,-1.0
CCN(CC)c1nc2cc(OC)ccc2cc1C#N,-1.4,-92,-1.1,0,0,-5,-0.6,-1,2.8,-0.2,-1.0
N#Cc1cccc(NC(=O)CSc2ccc3c4c(cccc24)C(=O)c2ccccc2-3)c1,-0.3,-6,0.2,16,5,-1,1.0,-5,0.4,2.0,-0.6
Cc1ccc(-n2cnc(=O)c3cccnc32)cc1,-1.1,0,-0.2,-13,-1,3,-1.1,-4,0.7,2.2,-1.4
CC(=O)OC1CCC2(C)C(CCC3C2CC(=O)C2(C)C3CC(C3CCCC3=O)C2C(C)=O)C1 (stereo unspecified),-1.8,3,0.0,6,6,-5,-1.2,-6,1.7,-1.6,-1.1
CC(NC(=O)COC(=O)[C@@H]1CCCN1S(=O)(=O)c1ccccc1F)C12CC3CC(CC(C3)C1)C2 (stereo partly specified),-2.4,9,0.9,0,3,4,-1.0,-13,-3.2,8.8*,-1.4
O=C(NCC1CCCO1)c1ccc(NS(=O)(=O)c2ccccc2)cc1 (stereo unspecified),-1.3,-6,0.0,-1,5,-3,-0.8,0,-0.1,0.7,-0.6
Cc1ccccc1NS(=O)(=O)c1nnc(NC(=O)c2ccc(Cl)cc2)s1,2.6,-1,1.2,-2,6,-1,0.9,-9,4.1,0.4,-0.5
Cc1ccc(CCNC(=O)c2ccc(CS(=O)(=O)Cc3ccccc3F)o2)cc1,-1.8,2,-0.9,2,0,-1,-1.5,-11,-1.9,3.0,-1.2
Cc1noc(C)c1COc1ccccc1C(=O)NCc1ccccc1Cl,-1.8,-4,-1.1,-2,-3,2,-0.2,4,-1.2,0.7,-0.3
Cc1ccc(S(=O)(=O)NCC(=O)OCc2ccccc2Br)cc1,-1.4,-1,-0.1,-6,-4,-2,0.3,-11,-1.1,3.0,-0.8
CCn1c(=O)c2c3c(sc2n2cnnc12)CCC3,-1.7,-1,0.7,11,-3,1,1.4,5,-1.3,1.4,-0.5
COc1ccc(CCNC(=O)CN2CCN(Cc3ccc(F)cc3)C2=O)cc1OC,-5.0,-9,3.3,7,3,-3,0.1,0,-3.9,-1.6,-1.4
COc1ccccc1NS(=O)(=O)c1cc(NC(=O)c2ccc(Cl)nc2)ccc1Cl,-6.7,4,-3.5,-4,-2,-8,-5.3,-30,-13,-6.2,-2.7
Cc1[nH]c(C)c(S(=O)(=O)NCc2ccc(OC(C)C)cc2)c1C(=O)N1CCCC1,-0.5,-4,-0.3,5,4,-1,-0.4,5,1.3,1.0,-1.4
C=CCC(=O)NC1CC(C)(C)Cc2c1cnn2-c1ccccc1C (stereo unspecified),-1.2,-4,-0.2,-2,2,-2,1.7,7,-2.3,-0.6,-0.9
Cc1ccccc1NC(=O)CS(=O)(=O)c1cn(CC(=O)N2CCOCC2)c2ccccc12,0.9,1,-0.3,-2,6,1,1.0,0,0.5,0.9,-0.9

# Some of the entries so far, with two lines to a compound:
# Each structure is followed by: hcDAF-12 act | ADAM10 inh | DAX1 inh-1 | GC-A act | NPR2 activator | SMARCA2 activ | DAX1 inh-2 | HGIII-sPLA2 inh | hgDAF12 agonist | GAA850 FXN act | ssDAF12 agonist
Cc1noc(C)c1COc1ccccc1C(=O)NCc1ccccc1Cl
  -1.8 | -4 | -1.1 | -2 | -3 | 2 | -0.2 | 4 | -1.2 | 0.7 | -0.3
Cc1ccccc1NC(=O)CS(=O)(=O)c1cn(CC(=O)N2CCOCC2)c2ccccc12
  0.9 | 1 | -0.3 | -2 | 6 | 1 | 1.0 | 0 | 0.5 | 0.9 | -0.9
